miR122 inh: blocks miR-122 activity in Huh7 sensor cells; Huh7 miR-122 Renilla luciferase sensor, 48 h; neutral wells = 0, positive control = 100; activation (reporter increase), % at 12.5 µM; 340,000 tested, 0.3% active;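 active means mean replicate activation score at least 90 and every replicate individually at or above 90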;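 further: higher luciferase means less miR-122 activity so hits act as miR-122 inhibitors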
Cneo AK release: causes C. neoformans cell lysis. adenylate kinase release luminescence, 4 h; normalised: neutral wells 0, clomiphene wells 100. lysis activity, % at 15 µM. AID 651654. 360,000 tested, 0.2% active;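 active means mean lysis activity across replicates of at least 80%, whatever share of replicates individually reach that level; inactive means mean lysis activity below 80%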
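Schedule: static 4 h at 37 °C with compound, 1 h detection; system: C. neoformans cells; benchmarks: Clomiphene as positive control; buffer or medium: fresh YPD medium; measure: luminescence rise reflecting yeast cell lysis; measured by: luminescent adenylate kinase detection reagent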
SIRT5 block: inhibitors of human sirtuin-5 desuccinylase. inhibition, % at 15 µM. 330,000 tested, 1.1% active. AID 652115. Purified SirT5, succinyl-peptide AMC, trypsin-coupled fluorescence; in the data active means inhibition above about 15%
Target sequence (Q9NXA8 whole entry, looked up): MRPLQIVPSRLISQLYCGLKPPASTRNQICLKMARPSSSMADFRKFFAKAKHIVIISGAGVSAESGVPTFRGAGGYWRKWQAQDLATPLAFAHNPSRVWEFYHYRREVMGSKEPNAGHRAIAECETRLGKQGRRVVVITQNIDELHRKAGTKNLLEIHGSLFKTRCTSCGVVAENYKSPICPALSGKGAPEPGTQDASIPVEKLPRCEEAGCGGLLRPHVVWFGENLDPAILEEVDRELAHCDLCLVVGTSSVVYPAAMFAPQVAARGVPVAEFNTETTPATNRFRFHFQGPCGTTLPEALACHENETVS
C2C12 statin: protects C2C12 myotubes from simvastatin toxicity; rescue of ATP level, % at 7.49 µM; 330,000 tested, 0.78% active; ATP luminescence, 48 h; scaled: DMSO 0, geranylgeraniol control 100; AID 602340;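 active means mean ATP rescue above about 67%, or every replicate alone reaching that limit, limit read from the data, passing the limit was not always enough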;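 further: myotubes were challenged with 10 µM simvastatin during compound exposure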
ERp5 inh: ERp5 (human) disulfide isomerase inhibition; Q15084; ERp5 insulin aggregation, absorbance 650 nm, 90 min; inhibition, % at 9.99 µM; 350,000 tested, 0.05% active; AID 651711;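 active means mean replicate inhibition above about 25%, with every replicate also reaching it, limit read from the data, passing the limit was not always enough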
Target sequence (Q15084 whole entry, looked up): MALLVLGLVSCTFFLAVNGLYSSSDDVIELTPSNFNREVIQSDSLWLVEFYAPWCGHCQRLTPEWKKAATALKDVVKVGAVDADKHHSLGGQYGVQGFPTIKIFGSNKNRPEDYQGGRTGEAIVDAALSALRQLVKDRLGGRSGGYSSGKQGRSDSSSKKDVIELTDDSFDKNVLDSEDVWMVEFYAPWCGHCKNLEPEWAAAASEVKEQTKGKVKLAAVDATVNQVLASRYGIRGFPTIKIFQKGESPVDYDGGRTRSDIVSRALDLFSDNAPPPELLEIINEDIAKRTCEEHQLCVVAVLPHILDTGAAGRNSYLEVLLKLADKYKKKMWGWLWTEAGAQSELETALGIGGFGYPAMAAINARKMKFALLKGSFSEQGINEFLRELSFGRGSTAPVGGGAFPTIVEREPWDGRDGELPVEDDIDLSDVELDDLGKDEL
ARNT-TACC3 inh: ARNT/TACC3 interaction disruption; AlphaScreen His-ARNT PAS-B/GST-TACC3 binding, luminescence; TACC3 fragment carries E629A point mutation; inhibition, % at 9.99 µM; 390,000 tested, 0.66% active; AID 623870; Q9Y6A5;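 active means mean inhibition of replicates at least 50% and at least half of replicates each reaching 50%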;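 further: 0% = complete ARNT plus TACC3 wells and 100% = ARNT alone without TACC3; many hits fall short of the cut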
esBAF inh: blocks esBAF chromatin remodeling in mouse ES cells; Bmi1-luciferase knock-in reporter, 24 h; 100% = twice the neutral-well signal; reporter increase, % at 12.5 µM; 350,000 tested, 2% active; in the data active means activation above about 40%;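 further: 0% = median of the plate's neutral control wells and 100% = double that signal; a rise in the Bmi1 reporter signal indicates esBAF inhibition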
Numbers without * were called inactive; [ ] = dose if it differs, or a comment. Rows were taken by chance. Share with any hit: about 4%.

`Cc1ccc(C(=O)N2C(CC(=O)Nc3ccc(Cl)cc3)C(=O)NC3CCCCC32)cc1` (stereo not drawn) gave miR122 inh 39, Cneo AK release 0, SIRT5 block -1, C2C12 statin -58, ERp5 inh -4, ARNT-TACC3 inh 0 and esBAF inh 0.
Screening COc1ccc(NC(=O)N(C)C[C@H]2OCCCC[C@@H](C)Oc3ccc(NC(=O)NC(C)C)cc3C(=O)N([C@H](C)CO)C[C@@H]2C)cc1 returned miR122 inh 8[16.7 µM], Cneo AK release -1, SIRT5 block -4, ERp5 inh 2, ARNT-TACC3 inh -4 and esBAF inh 4.
For C[C@H](NC(=O)c1nc[nH]c1C(=O)N[C@@H](C)C(=O)OC(C)(C)C)C(=O)OC(C)(C)C the results were miR122 inh 7, Cneo AK release 1, SIRT5 block 1, C2C12 statin -8, ERp5 inh -2, ARNT-TACC3 inh 5 and esBAF inh 6.
`COc1cccc(NC(=O)C(Sc2nnc(Nc3ccccc3C)s2)c2ccccc2)c1` (stereo not drawn) gave SIRT5 block 4, ERp5 inh -2 and ARNT-TACC3 inh -6.
For NC1=CC(=O)C(=O)c2ccccc21 the results were miR122 inh 21, Cneo AK release -2, SIRT5 block -5, C2C12 statin -7, ERp5 inh 5, ARNT-TACC3 inh 18* and esBAF inh 25.
Cc1cccc(-n2ccnc2SCC(=O)Nc2cccc(S(=O)(=O)NC3=NCCC3)c2)c1C was read as miR122 inh 12, Cneo AK release -3, SIRT5 block -1, C2C12 statin 1, ERp5 inh 0, ARNT-TACC3 inh 9 and esBAF inh -4.
O=C(N/N=C/c1cccn1-c1ccccc1)c1ccncc1 was read as SIRT5 block 3, ERp5 inh 2 and ARNT-TACC3 inh 8.
CC(C)NC(=O)N(C)C[C@@H]1Oc2cc(-c3ccccc3)ccc2S(=O)(=O)N([C@@H](C)CO)C[C@@H]1C was read as miR122 inh 25[16.7 µM], Cneo AK release -2, SIRT5 block 5, ERp5 inh 6, ARNT-TACC3 inh -7 and esBAF inh 1.
Screening Cc1cc(S(=O)(=O)N2CCCCC2)ccc1OCC(=O)N1CCOCC1 returned miR122 inh -3, Cneo AK release -1, SIRT5 block -3, C2C12 statin 4, ERp5 inh 4, ARNT-TACC3 inh 11 and esBAF inh -10.
For COCCCNC(NC(=O)c1ccc(Br)cc1)C(Cl)(Cl)Cl (stereo not drawn) the results were SIRT5 block -3, ERp5 inh 0 and ARNT-TACC3 inh -6.
CCOc1ccc(NC(=O)CSc2nnc(C)n2C2CC2)cc1S(=O)(=O)N1CCCC1 was read as SIRT5 block 0, ERp5 inh -6 and ARNT-TACC3 inh -1.
COC(=O)c1c(CC[C@@H](CO)NC(=O)N[C@H](Cc2ccccc2)Cn2cc(-c3ccccc3N)nn2)oc(C(C)=O)c1C(=O)OC was read as Cneo AK release 8, SIRT5 block 3 and ERp5 inh 8.
For Clc1cccc(-c2nc3c4ccccc4ccn3c2CC2CCCCC2)c1 the results were miR122 inh 1, Cneo AK release 0, SIRT5 block -5, C2C12 statin -8, ERp5 inh -6 and esBAF inh -3.
For COc1ccc([N+](=O)[O-])cc1NC(=O)c1csc(C)c1 the results were Cneo AK release 0, SIRT5 block -4, ERp5 inh -5 and ARNT-TACC3 inh -3.
For COc1ccc(C(=O)OCC(=O)NCCCc2ccccc2)cc1OC the results were Cneo AK release 1, SIRT5 block -5, C2C12 statin 4, ERp5 inh 0, ARNT-TACC3 inh -7 and esBAF inh 1.
Screening Cc1c(NC(=O)c2cccc(NC(=O)COc3ccccc3C#N)c2)c(=O)n(-c2ccccc2)n1C returned SIRT5 block -6, ERp5 inh -4 and ARNT-TACC3 inh 2.
O=C(C[C@H]1CC[C@H]2[C@@H](COC[C@@H](O)CN2C(=O)c2cccnc2)O1)NCC1CC1 was read as miR122 inh 4[16.7 µM], Cneo AK release 1, SIRT5 block 5, C2C12 statin 34, ERp5 inh 6, ARNT-TACC3 inh -4 and esBAF inh -2.
CCCC(CCC)C(=O)Nc1ccc2c(c1)N(C(=O)CN1CCN(C)CC1)c1ccccc1CC2 was read as SIRT5 block -5, ERp5 inh 3 and ARNT-TACC3 inh 7.
CCCCC[n+]1ccn(C2=C([O-])c3ccccc3C(=O)/C2=N\S(=O)(=O)c2ccc(Br)cc2)c1 was read as miR122 inh 14, Cneo AK release 21, SIRT5 block -1 and ARNT-TACC3 inh -23.
COc1cccc(OC)c1OCCNC(C)(C)C was read as miR122 inh -1, Cneo AK release 6, ARNT-TACC3 inh -7 and esBAF inh -3.
For CC(C)CCNC(=O)CN(C(=O)Cn1nnc(-c2ccccc2F)n1)c1cccc2c1CCCC2 the results were miR122 inh 38, Cneo AK release 2, C2C12 statin 6, ARNT-TACC3 inh -3 and esBAF inh 2.
`O=C(Nc1cccc(S(=O)(=O)N2CCCCC2)c1)c1ccc(S(=O)(=O)C(F)F)cc1` gave miR122 inh -11, Cneo AK release -5, SIRT5 block -3, C2C12 statin 5, ERp5 inh 0, ARNT-TACC3 inh -4 and esBAF inh 21.
`COc1ccccc1Cc1c(-c2ccc(C#N)cc2)nc2c(C)cc(Br)cn12` gave miR122 inh 14, Cneo AK release -1, SIRT5 block -4, C2C12 statin 10, ERp5 inh 1 and esBAF inh -5.
`COc1ccc(CCNC(=O)C2CCN(S(=O)(=O)c3cc(OC)ccc3OC)CC2)cc1` gave miR122 inh -6, Cneo AK release 1, C2C12 statin -6, ARNT-TACC3 inh 1 and esBAF inh 1.
Screening COc1ccc(-n2ncc3c(N4CCCCC4)ncnc32)cc1 returned miR122 inh 3, Cneo AK release -12, C2C12 statin -44, ARNT-TACC3 inh 1 and esBAF inh -83.
COc1cc(C(C)=O)ccc1OCC(O)CN1CCN(c2ccc(C)c(C)c2)CC1 (stereo not drawn) was read as miR122 inh 3, Cneo AK release 2, SIRT5 block -1, C2C12 statin 2, ERp5 inh 6, ARNT-TACC3 inh 4 and esBAF inh -3.
For C[C@H](CO)N1C[C@H](C)[C@H](CN(C)S(=O)(=O)c2ccccc2)Oc2c(NC(=O)NC3CCCCC3)cccc2C1=O the results were miR122 inh -2[16.7 µM], Cneo AK release 0, SIRT5 block 1, C2C12 statin -53, ERp5 inh -2, ARNT-TACC3 inh 1 and esBAF inh -6.
Screening CCC(=O)Nc1ccc2c(c1)OC[C@@H](C)N(CCC(F)(F)F)C[C@H](C)[C@H](OC)CN(C)C2=O returned miR122 inh 1[16.7 µM], Cneo AK release 4, SIRT5 block 2, C2C12 statin -10, ERp5 inh 0, ARNT-TACC3 inh 0 and esBAF inh 3.
O=C1NCCN1c1ccccc1 was read as miR122 inh -9, SIRT5 block -2, C2C12 statin 7, ERp5 inh 6 and esBAF inh -8.
CNC(=O)c1ccc(NC(=O)C2CCN(c3ncnc4sc(C)c(C)c34)CC2)cc1 was read as Cneo AK release -9, SIRT5 block -3, C2C12 statin -3, ERp5 inh -1, ARNT-TACC3 inh 7 and esBAF inh -4.

Reprinted at random: six compounds from above.
O=C1NCCN1c1ccccc1 was read as miR122 inh -9, SIRT5 block -2, C2C12 statin 7, ERp5 inh 6 and esBAF inh -8.
Screening CCC(=O)Nc1ccc2c(c1)OC[C@@H](C)N(CCC(F)(F)F)C[C@H](C)[C@H](OC)CN(C)C2=O returned miR122 inh 1[16.7 µM], Cneo AK release 4, SIRT5 block 2, C2C12 statin -10, ERp5 inh 0, ARNT-TACC3 inh 0 and esBAF inh 3.
`COc1ccc(CCNC(=O)C2CCN(S(=O)(=O)c3cc(OC)ccc3OC)CC2)cc1` gave miR122 inh -6, Cneo AK release 1, C2C12 statin -6, ARNT-TACC3 inh 1 and esBAF inh 1.
CCCC(CCC)C(=O)Nc1ccc2c(c1)N(C(=O)CN1CCN(C)CC1)c1ccccc1CC2 was read as SIRT5 block -5, ERp5 inh 3 and ARNT-TACC3 inh 7.
COc1cc(C(C)=O)ccc1OCC(O)CN1CCN(c2ccc(C)c(C)c2)CC1 (stereo not drawn) was read as miR122 inh 3, Cneo AK release 2, SIRT5 block -1, C2C12 statin 2, ERp5 inh 6, ARNT-TACC3 inh 4 and esBAF inh -3.
`O=C(Nc1cccc(S(=O)(=O)N2CCCCC2)c1)c1ccc(S(=O)(=O)C(F)F)cc1` gave miR122 inh -11, Cneo AK release -5, SIRT5 block -3, C2C12 statin 5, ERp5 inh 0, ARNT-TACC3 inh -4 and esBAF inh 21.

(cont.)
`CC(NC(=O)c1c(Cl)cnn1C)C1CCCO1` (stereo not drawn) gave miR122 inh 2, Cneo AK release 5, SIRT5 block 3, C2C12 statin 5, ERp5 inh 1, ARNT-TACC3 inh -5 and esBAF inh -3.
O=C(C[C@H]1C[C@H]2c3cc(NC(=O)C4CCC4)ccc3O[C@H]2[C@@H](CO)O1)NCc1cccnc1 was read as miR122 inh 8[16.7 µM], Cneo AK release -2, SIRT5 block 2, C2C12 statin 15, ERp5 inh 3 and esBAF inh -3.
Cc1cc(C(=O)O)cc(S(=O)(=O)N2CCOCC2)c1C was read as miR122 inh -14, ARNT-TACC3 inh -2 and esBAF inh -6.
For C[C@@H]1CCCCO[C@@H](CN(C)C(=O)Nc2ccc(F)cc2)[C@H](C)CN([C@H](C)CO)C(=O)c2cc(NC(=O)Nc3cccc4ccccc34)ccc2O1 the results were miR122 inh 5[16.7 µM], Cneo AK release -3, SIRT5 block 1, C2C12 statin 1, ERp5 inh 2, ARNT-TACC3 inh 1 and esBAF inh 3.
`CCN(CC)C(=O)C1CCCN(c2ncnc3c2cnn3-c2ccc(Cl)cc2)C1` (stereo not drawn) gave miR122 inh 1, Cneo AK release -3, SIRT5 block 0, ERp5 inh 0, ARNT-TACC3 inh -3 and esBAF inh -53.
For COc1ccc(NC(=O)Nc2ccc3c(c2)OC[C@@H](C)NC[C@@H](C)[C@@H](OC)CN(C)C3=O)cc1 the results were miR122 inh 1[16.7 µM], Cneo AK release -5, SIRT5 block -4, C2C12 statin 12, ERp5 inh 4, ARNT-TACC3 inh 2 and esBAF inh 2.
For O=C(C[C@H]1C[C@H]2c3cc(NC(=O)Cc4ccncc4)ccc3O[C@H]2[C@H](CO)O1)NCC1CC1 the results were miR122 inh 4[16.7 µM], Cneo AK release -10, SIRT5 block 2, C2C12 statin 6, ERp5 inh 6, ARNT-TACC3 inh 4 and esBAF inh 1.
For COc1ccc(NC(=O)c2cc(=O)c3ccccc3o2)cc1Cl the results were miR122 inh -6, Cneo AK release -1, SIRT5 block -3, C2C12 statin 11, ERp5 inh 4, ARNT-TACC3 inh -2 and esBAF inh -7.
`CCC(C(=O)O)n1nc(-c2ccccc2)c2cc(Cl)ccc21` (stereo not drawn) gave miR122 inh 4, SIRT5 block 1, ERp5 inh 2 and ARNT-TACC3 inh -6.
Screening CCOC(=O)c1cc(NC(=O)COc2ccc([N+](=O)[O-])cc2)cc(C(=O)OCC)c1 returned miR122 inh 5, Cneo AK release -2 and ARNT-TACC3 inh -3.
Screening CCCc1cc(=O)[nH]c(SCc2cc(C(=O)OC)c(C)o2)n1 returned miR122 inh -5, Cneo AK release 5, C2C12 statin -2, ARNT-TACC3 inh -12 and esBAF inh 1.
Screening NC(=O)C1CCN(c2cc(N3CCOCC3)ccc2[N+](=O)[O-])CC1 returned miR122 inh -2, Cneo AK release 2, SIRT5 block 3, C2C12 statin 3, ERp5 inh 4, ARNT-TACC3 inh 13 and esBAF inh -11.
Screening CNC(=O)c1[nH]cnc1C(=O)Nc1ccccc1 returned miR122 inh 0, Cneo AK release -3, C2C12 statin 11, ERp5 inh -5, ARNT-TACC3 inh -3 and esBAF inh 16.
`COc1ccc2c(c1)C(SCC(=O)NCCc1ccccc1)CC(C)(C)O2` (stereo not drawn) gave miR122 inh 2, Cneo AK release -3, C2C12 statin -11, ERp5 inh -3 and esBAF inh 5.
CC(CCc1ccccc1)NC(=O)CCc1cn(C)c2ccccc12 (stereo not drawn) was read as Cneo AK release 1, SIRT5 block -1, C2C12 statin -5, ERp5 inh 3, ARNT-TACC3 inh -9 and esBAF inh -3.
Screening COc1cc(OC)cc(C(=O)NCCN2CCOCC2)c1 returned miR122 inh 0, Cneo AK release 1, C2C12 statin 11 and esBAF inh -1.
`CCC(=O)N[C@@H]1CC[C@H](CCNS(=O)(=O)c2ccc(Cl)cc2)O[C@H]1CO` gave Cneo AK release 1, SIRT5 block 2, C2C12 statin -9, ERp5 inh 1, ARNT-TACC3 inh -6 and esBAF inh -1.
